RBX1-CUL1 inh: human ROC1-CUL1 E3 ligase inhibition. inhibition, % at 10 µM. P62877+Q13616. AID 1347404. in vitro K48 di-Ub FRET, acceptor:donor ratio, 45 min. actives 0.6% (n = 140,000); in the data active means inhibition above about 25%
Target sequence (P62877 whole entry, looked up): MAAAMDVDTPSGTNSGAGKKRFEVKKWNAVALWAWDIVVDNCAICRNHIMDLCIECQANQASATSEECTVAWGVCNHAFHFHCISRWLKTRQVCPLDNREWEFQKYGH
Target sequence (Q13616 whole entry, looked up): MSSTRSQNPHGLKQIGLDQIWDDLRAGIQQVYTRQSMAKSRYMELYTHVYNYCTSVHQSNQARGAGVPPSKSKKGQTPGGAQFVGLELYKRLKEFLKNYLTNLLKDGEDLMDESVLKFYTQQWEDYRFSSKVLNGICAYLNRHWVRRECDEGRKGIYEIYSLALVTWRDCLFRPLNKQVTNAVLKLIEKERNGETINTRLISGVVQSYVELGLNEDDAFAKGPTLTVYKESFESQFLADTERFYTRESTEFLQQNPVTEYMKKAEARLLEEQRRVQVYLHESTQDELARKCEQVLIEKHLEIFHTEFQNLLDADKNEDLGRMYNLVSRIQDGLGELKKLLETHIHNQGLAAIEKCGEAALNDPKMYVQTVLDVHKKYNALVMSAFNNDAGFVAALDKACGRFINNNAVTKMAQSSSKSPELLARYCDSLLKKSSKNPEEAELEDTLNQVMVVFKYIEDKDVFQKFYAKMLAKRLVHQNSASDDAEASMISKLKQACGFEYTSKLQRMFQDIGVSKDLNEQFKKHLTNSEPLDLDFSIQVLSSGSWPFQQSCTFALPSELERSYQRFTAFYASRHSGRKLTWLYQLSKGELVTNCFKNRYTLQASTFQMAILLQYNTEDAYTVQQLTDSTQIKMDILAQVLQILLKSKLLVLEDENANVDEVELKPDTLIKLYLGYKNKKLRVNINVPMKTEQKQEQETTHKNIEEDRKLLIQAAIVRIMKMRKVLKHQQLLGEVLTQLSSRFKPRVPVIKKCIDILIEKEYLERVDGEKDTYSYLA
Numbers without * were called inactive. A portion of the library; count on the stated rates, not on these rows.

SMILES	RBX1-CUL1 inh
Cc1ccc(-n2nnc(C(=O)N(C)C3CCS(=O)(=O)C3)c2C)cc1C (stereo unspecified)	7.8
COc1cc(OC(=O)c2cocc2C(=O)Oc2cc(OC)c(C(=O)O)c(OC)c2)cc(OC)c1C(=O)O	2.4
COC(=O)c1ccc(Oc2nc3c(c(=O)n(C)c(=O)n3C)n2Cc2cc3c(cc2Cl)OCO3)cc1	2.9
Cn1ncc2c1ncn1c(-c3ccccc3Cl)nnc21	6.1
CC(C)c1cc(C(=O)N2CCC(CCC(=O)N(C)Cc3ccccc3)CC2)on1	-8.3
Cc1ccc(NC(=O)C(C)n2nnc3sc4c(c3c2=O)CCCC4)cc1Cl (stereo unspecified)	4.0
O=C(NC1CCN(Cc2ccccc2)CC1)C1CCCCC1	-1.4
CCOc1cc(S(=O)(=O)n2nc(C)cc2C)ccc1Cl	8.8
COC(=O)[C@H](C)NC(=O)CN1C(=O)[C@@H]2[C@H](C1=O)[C@@H]1C=C[C@H]2C1	-4.0
Cc1ccc(N2CC(NC(=O)c3ccc(S(=O)(=O)N4CCCC4)cc3)CC2=O)cc1C (stereo unspecified)	-10.0
CSc1nc2c(c(-c3cccs3)c1C#N)CCc1ccccc1-2	10.3
COc1ccccc1CNC(=O)CN(C)c1nn2c(=O)cc(C)nc2s1	3.5

A draw from above in order of count of non-hydrogen atoms, rising:
SMILES	RBX1-CUL1 inh
Cn1ncc2c1ncn1c(-c3ccccc3Cl)nnc21	6.1
O=C(NC1CCN(Cc2ccccc2)CC1)C1CCCCC1	-1.4
Cc1ccc(-n2nnc(C(=O)N(C)C3CCS(=O)(=O)C3)c2C)cc1C (stereo unspecified)	7.8

(continued)
SMILES	RBX1-CUL1 inh
COc1ccc(NC(=S)Nc2ccc3snnc3c2)cc1	-2.2
CC(C)(C)C1CCc2c(sc3c2C(=O)NC(c2ccccc2O)N3)C1 (stereo unspecified)	8.5
Cc1c(C2=CCN(S(=O)(=O)c3ccc(Cl)cc3)CC2)c2ccccc2n1CC(=O)N1CCCC1	-3.0
Cc1cccc(CN2CCCC(O)(CNCc3cc(F)ccc3F)C2=O)c1 (stereo unspecified)	-0.2
Cc1ccc2c(c1)CN(Cc1ccc(C)s1)CC(C)O2 (stereo unspecified)	1.7
O=C(O[C@H]1[C@H]2O[C@H](OC[C@@H]2OC(=O)c2ccccc2)[C@@H]1OC(=O)c1ccccc1)c1ccccc1	4.7
Cc1ccc(NC(=O)Cn2c(=O)n(-c3ccccc3)c(=O)c3ccc(C(=O)NCc4ccc5c(c4)OCO5)cc32)c(C)c1	2.0
CCOc1ccc(C(=O)Nc2ccc3nc(SCC(=O)N(C)c4ccccc4)sc3c2)cc1	-9.9
C=CCCOc1ccc(N=Nc2ccc([N+](=O)[O-])cc2)cc1	-4.3
CCOc1ccc(CCNC(=O)c2nnc(Cc3ccc(Cl)cc3Cl)o2)cc1OCC	-0.4
CCOCCc1nnc(NC(=O)C(=O)c2cc(C)n(-c3ccc(C)c(C)c3)c2C)s1	-3.0
Cc1nnc(N2CCOCC2)c2nn(-c3cccc(Cl)c3)c(C)c12	3.3
Nc1ccc2[nH]c3c(c2c1)CCCC3=O	4.5
COc1ccc(Cn2c(=O)c3oc4ccccc4c3n(Cc3ccc(Cl)cc3)c2=O)cc1	-9.4
CN(C(=O)CSc1nnc(-c2ccc([N+](=O)[O-])cc2)o1)C1CCCCC1	5.7
CCCN(C)S(=O)(=O)c1cccc(C(=O)NC)c1	-8.7
CN1CCN(C(=O)CCC2CCCN(C(=O)Cc3cccs3)C2)CC1 (stereo unspecified)	2.2
NC(=O)c1c(NC(=O)/C=C/C(=O)O)sc2c1CCCCCCCCCC2	7.6
Cc1ccc(C(=O)NC(NNc2ccc(F)cc2)(C(F)(F)F)C(F)(F)F)cc1	-6.7
CCc1ccc2nc(N(Cc3cccnc3)C(=O)Cc3ccccc3)sc2c1	4.5
COc1ccc(-c2c(C)oc3cc(OC(=O)N4CCOCC4)ccc3c2=O)cc1	-5.8
O=C(Nc1nc2c(Cl)cccc2s1)C1CCCC1	2.4
O=C(CCn1ccc2cc(S(=O)(=O)N3CCCC3)ccc21)NCc1ccccc1Br	1.4
Fc1ccc(NCc2cccn2-c2nnc(N3CCOCC3)s2)cc1	0.2
COc1nc(C)ccc1-c1noc(-c2cccs2)n1	-1.0
COc1cc(CN(C(=O)c2cccc(Cl)c2)c2ccccn2)cc(OC)c1OC	14.4
O=C(CCc1ccccc1)Nc1ccc(N2CCC(NCc3ccc4ncccc4c3)CC2)cc1	5.3
COc1cc(Cl)c(C)cc1NC(=O)c1cn(C2CCCC2)c(=O)c2c1c1ccccc1n2C	-6.5
O=C(Cc1ccc(-c2ccccc2)cc1)NCCS(=O)(=O)N1CCN(c2cccc(Cl)c2)CC1	1.0
COc1ccc(S(=O)(=O)Nc2ccc(S(=O)(=O)N3CCCCCC3)cc2)c(Cl)c1Cl	0.2
Cc1ccc(-c2nc3sc(-c4ccccc4)cc3c(=O)o2)cc1	4.4
CCCOc1ccc(CNC(=O)Cn2cc3c(n2)-c2c(oc(C(=O)N4CCOCC4)c2C)CC3)cc1	-5.9
O=C(COC(=O)C(CCCCN1C(=O)C2C3C=CC(C3)C2C1=O)N1C(=O)C2C3C=CC(C3)C2C1=O)c1ccccc1 (stereo unspecified)	-2.1
CCn1cc(C(=O)NCc2ccccc2)c(=O)c2cc(S(=O)(=O)N3CCc4ccccc4C3)ccc21	-0.6
CC(=O)NC1CCN(c2nccc(-c3cnn(-c4ccccc4Cl)c3)n2)C1 (stereo unspecified)	1.0
CC#CC(=O)N1CCCC(CO)(Cc2ccc(F)cc2F)C1 (stereo unspecified)	6.2
CCOC(=O)Cn1c(=O)n(C2CCCCC2)c2nc(-c3cccc(C)c3)nc(C(N)=O)c21	-4.5
CCN(Cc1ccncc1)Cc1c(C(=O)N2CCCC2)nc2sccn12	-2.9
CSc1nc2ccc(Br)cc2[nH]1	4.3
Cc1nn(-c2ccccc2)c(C)c1CC(=O)NC1CCCN(Cc2ccccn2)C1 (stereo unspecified)	15.1
COc1ccc(C(=O)NC(C)c2ccccc2)cc1C (stereo unspecified)	0.8
Cc1cccc(N2CCN(C3=C(c4ccccc4)C(=O)c4ccccc43)CC2)c1C	-9.1
COc1ccccc1Nc1nc2c(s1)CCC2	-3.4
COc1cc(OC)c(C2c3c(n[nH]c3-c3ccc(Cl)c(Cl)c3)OC(=N)C2C#N)cc1OC (stereo unspecified)	1.9
Cc1ccc(N2C(=O)CS(=O)(=O)[C@@]23C(=O)N(Cc2ccccc2F)c2ccccc23)cc1Cl	-5.7
COc1ccc(S(=O)(=O)n2ccc(C)n2)cc1C(C)C	-3.1
COc1ccc(C2CC(=O)c3cnc4c(-c5ccc(F)cc5)c(C)nn4c3C2)cc1OC (stereo unspecified)	-10.2
Cc1ccc(C)c(CN2C(=O)c3ccccc3S(=O)(=O)c3ccc(C(=O)Nc4cc(F)ccc4F)cc32)c1	5.7
CCC(CC)c1nn2c(=O)cc(COc3ccc(NC(=O)c4ccccc4C)cc3)nc2s1	-5.9
COCCN1C(=O)CC(CC(=O)N(C)C(C)c2nc(C)cs2)(c2ccccc2OC)C1=O (stereo unspecified)	-10.5
COc1ccc(Br)cc1CNC(=O)CN1C(=O)CCCc2ccccc21	8.4
O=C(c1ccccc1Sc1cccc2ccccc12)N1CCOCC1	4.9
CCc1ccc(C2CC(=O)c3c(ccc4ccccc34)N2)cc1 (stereo unspecified)	8.3
O=C(O)c1cccc(NCC(=O)c2ccccc2)c1	-6.4
Cc1ccc(/C=N/NC(=O)C2=NNC(c3ccccc3)(c3ccccc3)C2)c(O)c1	-6.1
CC(=O)Nc1ccc(NS(=O)(=O)c2ccc(I)cc2)cc1	0.1
CC(OC(=O)c1ccccc1)C(C)OC(=O)c1ccccc1 (stereo unspecified)	3.7
COc1ccc(F)cc1S(=O)(=O)Nc1ccccc1	-6.1
O=C(O)[C@@H]1CCC(=O)N1C(=O)c1ccccc1	-2.1
O=C(CC1COc2ccccc2O1)NCCc1ccccc1 (stereo unspecified)	7.1

Following part
SMILES	RBX1-CUL1 inh
O=C1CC(c2cccs2)CC2=Nc3ccccc3NC(c3cccc(Cl)c3)C12 (stereo unspecified)	-1.4
COc1ccccc1C(C)N(C)C(=O)c1cc(COc2ccccc2)[nH]n1 (stereo unspecified)	0.6
O=C(Nc1ccc2oc(-c3cccnc3)nc2c1)c1ccc(-c2cccc(Cl)c2)o1	-3.3
CCN(CC)CCCNc1sc(S(=O)(=O)c2ccccc2)nc1S(=O)(=O)c1ccc(Cl)cc1	-1.4
COC(=O)C(O)(C1C(=O)N(c2ccccc2)N=C1C)C(F)(F)F (stereo unspecified)	75.2*
COc1ccc(C2CC(=O)CC(=Nc3ccccc3N)C2)cc1OC (stereo unspecified)	-4.8
Cc1ccccc1OCC(=O)Nc1ccc2nc(SCc3ccccc3)sc2c1	-7.1
COC(=O)c1ccc(Cl)cc1NC(=O)N(Cc1ccc(C)o1)C1CCN(C(C)=O)CC1	-3.3
Fc1ccccc1-c1noc2c1CN(Cc1ccoc1)CC2	-18.6
COc1ccc2c(c1)N(C)C(=O)C2(c1ccccc1)c1ccccc1	4.0
Cc1ccc(OCc2ccc(C(=O)Nc3cccc(-c4cnc5ccccc5n4)c3)cc2)cc1	5.2
O=S(=O)(c1ccc(Oc2ccccc2Cl)c(S(=O)(=O)N2CCCC2)c1)N1CCCC1	3.1
CC(C)(C)C(=O)N1CCN(c2ccc(NC(=O)Cc3ccc(Cl)cc3)cc2)CC1	3.5
COc1cccc(N2CCN(c3ncnc4sc5c(c34)CCCC5)CC2C)c1 (stereo unspecified)	-4.6
CC1CCCN(CCCNC(=O)c2ccc3c(c2)N(Cc2ccc(Cl)cc2)C(=O)c2ccccc2S3(=O)=O)C1 (stereo unspecified)	0.6
Cc1cc(C)cc(NC(=O)C2CCN(C(=O)c3cnn(-c4ccccc4)c3-n3cccc3)CC2)c1	1.0
COc1ccccc1Oc1c(C)oc2cc(OC(=O)N3CCOCC3)ccc2c1=O	5.6
CCn1nc(C)c2c(-c3ccccc3)cc(=O)n(C(C)C(=O)Nc3cccc(F)c3)c21 (stereo unspecified)	-1.8
CCCCCC(=O)Nc1cc(C)ccn1	-0.5
COc1ccc(-c2csc3ncn(C(C)C(=O)OCc4ccccc4Cl)c(=O)c23)cc1 (stereo unspecified)	4.5
Cc1ccc(CC2(CCC(=O)N(C)Cc3ccc(-n4cccn4)cc3)CCC(=O)N2)cc1 (stereo unspecified)	-6.2
Cc1ncnc(N2CCOCC2)n1	2.9
Clc1ccc(OCc2ccccc2)c(CNCC2CCCO2)c1 (stereo unspecified)	-6.9
Cc1cc(C)c(NC(=O)C(=O)NCCc2csc(-c3ccc(F)cc3)n2)c(C)c1	-0.2
Nc1c(C(=O)Nc2cc(Cl)cc(Cl)c2)sc2nc(-c3ccc(F)cc3)ccc12	-6.4
Nc1nc(-c2ccccc2)nn1C(=O)CCc1ccccc1	1.2
COc1ccc(C(=O)C(F)(F)F)c(OC)c1	-3.3
COc1ccc(-c2nc(CN3CCN(C)C(=O)[C@@H]3C)c(C)o2)cc1C	-0.4
Cc1ccc(-n2c(-c3ccccc3)nnc2-c2ccc(Br)cc2)cc1C	4.3
CN(C)CCNC(=O)CN1C(=O)COc2ccc(S(=O)(=O)N3CCCC3)cc21	-2.3
CCCCOc1ccc(C2C(C(=O)c3ccc(C)o3)C(=O)C(=O)N2CC2CCCO2)cc1 (stereo unspecified)	4.4
COC(=O)c1ccc(NC(=O)c2ccccn2)cc1	1.2
CCN(CC)c1ccc(NC(=O)CN2C(=O)c3cccnc3Oc3ccc(Cl)cc32)c(C)c1	11.4
CCOC(=O)c1c(NC(=O)CCC(=O)O)sc2c1CCN(C(=O)OCC)C2	7.8
CN(Cc1ccc(Oc2ccccc2)cc1)C(=O)c1cn(CC2CCCO2)nn1 (stereo unspecified)	-10.3
Cc1ccccc1OCC(=O)NCCCNC(=O)COc1ccccc1C	-0.2
C#CCOc1ccc(/C=C2\SC(=O)N(CC=C)C2=O)cc1	6.8
COc1ccc(OC)c(CNC(=O)C2CCN(S(=O)(=O)c3ccc4[nH]c(=O)oc4c3)CC2)c1	-5.4
C[C@H](NCc1c[nH]c2ccccc12)c1ccccc1	-12.6
CCOC(=O)CN(C)C1CCN(c2ccc(CC(=O)NCCc3cccc(F)c3)cc2)CC1	10.0
Clc1cccc(CNc2cc(-c3ccccc3)nc3nncn23)c1	5.9
CC1=NS(=O)(=O)c2cnccc2N1C1CCCCCCC1	6.8
CSc1nc(Oc2ccc(C)c(C)c2)cc(-n2cncn2)n1	0.9
CCOC(=O)c1c(C)n(-c2ccccc2)c2cc(Br)c(OC)cc12	-5.0
CCCOc1ccc(/C=C2\SC(=O)N(CC(=O)N3CCOCC3)C2=O)cc1	-3.9
CNC(=O)c1cc2c(=O)n3cc(C)ccc3nc2n1C	5.7
CC(=O)Oc1ccc(C(=O)Cc2ccccc2)c(OC(C)=O)c1	1.4
CCn1c(=N)n(CC(=O)c2cccs2)c2ccccc21	-3.9

In the list so far, 14 have a thiophene ring, fused or not.
SMILES	RBX1-CUL1 inh
Cc1ccc(NC(=O)C(C)n2nnc3sc4c(c3c2=O)CCCC4)cc1Cl (stereo unspecified)	4.0
CSc1nc2c(c(-c3cccs3)c1C#N)CCc1ccccc1-2	10.3
CC(C)(C)C1CCc2c(sc3c2C(=O)NC(c2ccccc2O)N3)C1 (stereo unspecified)	8.5
Cc1ccc2c(c1)CN(Cc1ccc(C)s1)CC(C)O2 (stereo unspecified)	1.7
CN1CCN(C(=O)CCC2CCCN(C(=O)Cc3cccs3)C2)CC1 (stereo unspecified)	2.2
NC(=O)c1c(NC(=O)/C=C/C(=O)O)sc2c1CCCCCCCCCC2	7.6
COc1nc(C)ccc1-c1noc(-c2cccs2)n1	-1.0
Cc1ccc(-c2nc3sc(-c4ccccc4)cc3c(=O)o2)cc1	4.4
O=C1CC(c2cccs2)CC2=Nc3ccccc3NC(c3cccc(Cl)c3)C12 (stereo unspecified)	-1.4
COc1cccc(N2CCN(c3ncnc4sc5c(c34)CCCC5)CC2C)c1 (stereo unspecified)	-4.6
COc1ccc(-c2csc3ncn(C(C)C(=O)OCc4ccccc4Cl)c(=O)c23)cc1 (stereo unspecified)	4.5
Nc1c(C(=O)Nc2cc(Cl)cc(Cl)c2)sc2nc(-c3ccc(F)cc3)ccc12	-6.4
CCOC(=O)c1c(NC(=O)CCC(=O)O)sc2c1CCN(C(=O)OCC)C2	7.8
CCn1c(=N)n(CC(=O)c2cccs2)c2ccccc21	-3.9

Bioassay records deposited in PubChem BioAssay by Icahn School of Medicine at Mount Sinai.
